Vif imaging – blocks HIV Vif function; HEK293T cells, Vif self-association by quenched fluorescence, imaging, 24 h; inhibition, % at 7.49 µM; 340,000 tested, 0.35% active; AID 602346; in the data active = inhibition above about 50%, passing the limit was not always enough; inconclusive = no clear call, values can overlap the other calls; inactive = below about 31%; note: some results filed as inactive read as strong as hits
Shn3 inh set2 – Schnurri-3 reporter inhibition in Clone20 osteoblasts; 360,000 tested, 0.52% active; inhibition, % at 12.5 µM; Clone20 osteoblast Shn3 3'UTR firefly luciferase, 24 h;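 active = mean inhibition of at least 75% with every replicate also reaching 75%; inconclusive = mean inhibition at least 75% but some replicate below; inactive = mean inhibition below 75%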;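 note: 0% = median of neutral control wells and 100% = pilot-screen positive control compound; some compounds past the cut are filed as inactive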
MITF TRPM1 inh – reduces MITF-dependent TRPM1 promoter luciferase signal | SK-MEL-5 TRPM1 promoter luciferase, 24 h | inhibition, % at 12.5 µM | 330,000 tested, 0.83% active | AID 488899;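 active = mean inhibition across replicates of 60% or more, whatever share of single replicates reaches that level; inconclusive = some that reach 60%, reason not given; inactive = mean inhibition across replicates below 60%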; note: values of inactives mirror those of a sister screen read the other way
HIF-2a block – blocks HIF-2a reporter activity. AID 624352. 360,000 tested, 0.72% active. 786-0 RCC cells HIF-2a reporter, luciferase luminescence, overnight. inhibition, % at 18.8 µM;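 active = inhibition of the luminescence signal of 40% or more relative to plate controls, in a single-dose primary screen at 18.75 µM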
CaV13 ICDI inh – Primary screen for inhibitors of IQ motif and Ca2+-dependent inactivation inhibitor domain binding in CACNA1D, Förster resonance energy transfer in living cells, …; 340,000 tested, 0.098% active; HEK cells, CFP/YFP FRET ICDI-IQ, plate reader, 10 min; percent FRET-ratio fall versus neutral wells; inhibition, % at 12.3 µM;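 active = mean replicate inhibition of at least 30% and at least 1% of replicates passing that level; inconclusive = only one of the two criteria is met; inactive = neither criterion is met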;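 note: 0% = median of the neutral control wells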
NR2E3 ag-1 – activates human photoreceptor nuclear receptor NR2E3. Q9Y5X4. AID 2300. GST-NR2E3/biotin-RetCOR TR-FRET, 1536-well. inhibition of corepressor binding, % at 4.78 µM. 320,000 tested, 0.12% active;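 active = percent inhibition above the cutoff of mean plus 3 SD of all tested compounds, set per screening campaign, cut at about 20% in these data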;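 note: 0% = DMSO wells and 100% = biotin wells as full block of FRET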
Target sequence (Q9Y5X4 whole entry, looked up): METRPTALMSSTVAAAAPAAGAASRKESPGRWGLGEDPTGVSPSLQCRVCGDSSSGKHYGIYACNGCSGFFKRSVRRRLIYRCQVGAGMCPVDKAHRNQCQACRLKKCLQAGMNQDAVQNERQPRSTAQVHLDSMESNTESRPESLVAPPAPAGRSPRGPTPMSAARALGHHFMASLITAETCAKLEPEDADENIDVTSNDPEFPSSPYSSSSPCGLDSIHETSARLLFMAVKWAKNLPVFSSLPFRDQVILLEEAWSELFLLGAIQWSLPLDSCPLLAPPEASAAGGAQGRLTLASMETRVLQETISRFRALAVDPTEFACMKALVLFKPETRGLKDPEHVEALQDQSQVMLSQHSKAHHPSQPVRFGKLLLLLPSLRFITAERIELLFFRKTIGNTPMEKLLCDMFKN
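Material: NR2E3–RetCOR corepressor complex / Incubation: Compound–protein incubation for 5 h at 4 °C / Dosing: compound at 4.8 µM, single dose / Detection: time-resolved FRET / Benchmarks: high control biotin, low control 0.6% DMSO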
NR2E3 ag-2 – human photoreceptor-specific nuclear receptor agonism; AID 602229; CHO-S Gal4-NCOR/VP16-NR2E3 two-hybrid, luciferase; inhibition of corepressor binding, % at 3.98 µM; 360,000 tested, 0.35% active;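 active = inhibition above the mean of all tested compounds plus 3 SD, cut at about 70% in these data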;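 note: 0% = DMSO with NR2E3 transfected cells and 100% = cells lacking NR2E3 construct; higher means lower luciferase signal from less NR2E3 corepressor binding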
PDI turbidity – PDI (human) enzyme inhibition; inhibition, % at 10 µM; P07237; 350,000 tested, 0.052% active; PDI insulin aggregation turbidity, A650, 90 min;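 active = mean inhibition across replicates of 30% or more, whatever share of single replicates reach that level; inconclusive = mean inhibition below 30% while every single replicate reaches 30%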;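 note: absorbance from insulin aggregation driven by PDI reduction with DTT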
Target sequence (P07237 whole entry, looked up): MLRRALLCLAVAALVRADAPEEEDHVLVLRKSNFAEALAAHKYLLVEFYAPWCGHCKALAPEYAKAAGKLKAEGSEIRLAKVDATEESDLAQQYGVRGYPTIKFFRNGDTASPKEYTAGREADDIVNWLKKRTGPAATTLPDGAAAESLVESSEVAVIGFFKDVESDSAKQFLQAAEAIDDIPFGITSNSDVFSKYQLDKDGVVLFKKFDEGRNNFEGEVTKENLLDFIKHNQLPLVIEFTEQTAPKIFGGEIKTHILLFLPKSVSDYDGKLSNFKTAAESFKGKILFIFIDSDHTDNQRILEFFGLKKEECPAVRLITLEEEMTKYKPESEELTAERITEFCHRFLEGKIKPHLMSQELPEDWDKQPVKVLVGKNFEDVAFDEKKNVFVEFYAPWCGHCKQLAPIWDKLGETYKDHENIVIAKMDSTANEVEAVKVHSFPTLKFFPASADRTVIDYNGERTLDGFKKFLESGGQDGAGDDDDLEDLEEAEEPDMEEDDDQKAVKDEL
Peg3 prom inh – Peg3 promoter activity inhibition. HeLa PEG-Prom luciferase reporter, luminescence, overnight. inhibition, % at 20 µM. 360,000 tested, 1.7% active;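 active = inhibition of at least 50% at 20 µM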
CF NFkB block – inhibitors of cystic fibrosis induced NF-kB; KKLEB NF-kB-GFP reporter, PAF-induced, GFP fluorescence overnight; AID 588850; inhibition, % at 5 µM; 360,000 tested, 0.86% active;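 active = at least 50% inhibition at 5 µM, scaled per plate between neutral and stimulator controls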;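 note: PAF is a Pseudomonas aeruginosa culture filtrate used as stimulus; plate controls were PAF-stimulated DMSO wells for no effect and unstimulated DMSO wells for full effect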
KKLEB tox – counter-screen for CF NF-kB inhibitors: cytotoxicity; KKLEB CF airway cells viability, ATPlite luminescence, overnight; stronger effect = lower value; cells stimulated with P. aeruginosa culture filtrate; activity change (cytotoxicity), % at 5 µM; 360,000 tested, 0.36% active; AID 602141;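 active = corrected activity change at or below -50% at 5 µM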
An asterisk follows results filed as active; ? = inconclusive; nt = no result given. No enrichment for hits, and some 3.3% of all compounds hit somewhere here.

Each structure is followed by: Vif imaging	Shn3 inh set2	MITF TRPM1 inh	HIF-2a block	CaV13 ICDI inh	NR2E3 ag-1	NR2E3 ag-2	PDI turbidity	Peg3 prom inh	CF NFkB block	KKLEB tox
[1] COc1ccc(-n2c(NN)nc3sc4c(c3c2=O)CCCC4)cc1
→ -3	-5	5	6	-5	6	-23	-5	6	15	-5
[2] COc1ccc(OC)c2sc(NC(=O)CCSc3ccccc3)nc12
→ 5	19	-5	4	-3	1	-5	nt	29	24	-1
[3] CCc1nc(Nc2ccccc2O)c2oc3ccccc3c2n1
→ -16	-4	5	3	-5	nt	-15	-8	0	-1	3
[4] CCOC(=O)C(NC(=O)c1ccc(OC)cc1)(N1CCOCC1)C(F)(F)F (stereo unspecified)
→ 13	-14	-8	9	-7	1	-34	3	-1	18	4
[5] CC(C)NCCCOc1ccc(Cl)cc1Br
→ 10	-18	-19	-13	-4	6	5	4	-28	10	1
[6] COCCNC(=O)C1CCCN(C(=O)c2ccc3ccccc3n2)CC1 (stereo unspecified)
→ -6	-25	nt	12	-12	nt	-8	7	9	-22	22
[7] COCC(=O)Nc1cc([N+](=O)[O-])ccc1OC
→ 9	-5	-2	8	-4	-1	-4	4	-7	-3	6
[8] CCCSc1nc(SCC(=O)NCc2ccccc2)c2c3c(sc2n1)COC(C)(C)C3
→ 12	7	2	12	-6	0	-14	-16	10	13	-26
[9] O=C(NNC(=O)C1CCN(S(=O)(=O)c2ccccc2C(F)(F)F)CC1)c1ccccc1O
→ -2	23	26	19	-2	2	-14	3	18	19	-17
[10] C=CCn1c(SC2CCOC2=O)nc2sc(CC)cc2c1=O (stereo unspecified)
→ 0	-10	-22	-38	nt	-3	-25	-3	-35	-7	-2
[11] N#Cc1ccc(C23CC4(C2)[C@H](CN(CC2CCCCC2)[C@@H]4c2ccccc2)C3c2ccc(Cl)nc2)cc1 (stereo partly specified)
→ 2	13	-3	12	-6	0	-29	-3	-3	8	-21
[12] Cc1c(C(=O)N(C)C)c2ccc(Cl)cc2n1O
→ -6	-17	5	18	12	2	-9	-14	6	18	2
[13] CCC(=O)Nc1ccc(NC(=O)CSc2nnnn2-c2ccc(OC)cc2)cc1
→ -3	-1	1	24	-15	5	-13	-5	4	0	-10
[14] CCOC(=O)CSc1nc2c(c(=O)[nH]c(=O)n2C)n1CCc1ccccc1
→ 3	-9	-5	10	nt	1	2	6	6	-9	8
[15] CC1(C(=O)O)CCC(C(=O)NNC(=O)c2ccccc2Cl)C1(C)C (stereo unspecified)
→ -9	4	nt	7	-4	0	0	-1	2	-9	-6
[16] N#CCCN1CCN(S(=O)(=O)c2ccc(S(=O)(=O)N3CCCC3)cc2)CC1
→ 11	1	0	10	-5	4	-24	nt	3	2	15
[17] COCCn1cnc2c1c(=O)n(CC(=O)Nc1cc(C)on1)c(=O)n2Cc1ccccc1
→ 8	-14	-8	-1	-7	0	-7	6	-6	12	-5
[18] CC(=C\C(=O)O)/C(=C/c1ccc(C)o1)C(=O)O
→ -6	0	4	12	-6	2	-11	6	0	6	7
[19] COc1ccc(C(=O)NC(=S)NNC(=O)c2ccc(NC(=O)C(C)C)cc2)cc1
→ 0	-8	3	16	-3	2	-3	5	9	-9	5
[20] COc1ccc(OC)c(NC(=O)c2nc(S(=O)(=O)Cc3ccccc3)ncc2Cl)c1
→ ?	97*	95*	89*	-2	2	8	-3	106*	89*	-105*

Additional entries.
Each structure is followed by: Vif imaging	Shn3 inh set2	MITF TRPM1 inh	HIF-2a block	CaV13 ICDI inh	NR2E3 ag-1	NR2E3 ag-2	PDI turbidity	Peg3 prom inh	CF NFkB block	KKLEB tox
[21] O=C(Nc1ccccc1Br)C1CCN(S(=O)(=O)c2cccs2)CC1
→ 12	-11	-4	-4	-6	nt	-20	9	-10	-5	11
[22] COc1ccc(-c2[nH]ncc2CNCC(C)(C)N2CCOCC2)cc1F
→ -1	-11	-1	10	2	3	-17	-3	-12	-9	1
[23] Cc1cc(C)n(CCSCC(=O)O)n1
→ 14	10	-7	4	-8	-1	-12	3	-14	-5	10
[24] CCCn1nnc(NC(=O)c2ccco2)n1
→ 2	-20	-10	-36	-7	-2	8	-5	-5	1	4
[25] Nc1c(C(=O)Nc2ccccc2)c2nc3ccccc3nc2n1-c1ccc(O)cc1
→ -9	4	5	-26	3	-1	-21	2	16	-39	17
[26] CCN(CC)S(=O)(=O)c1cc(C(=O)N=c2sccn2C)ccc1OC
→ 3	-6	18	3	-3	4	-18	-2	20	12	-6
[27] CC(C)(C)c1ccc(S(=O)(=O)N2CCSC2)cc1
→ 4	14	-11	-17	-3	4	-28	16	-28	0	-5
[28] Cc1nc2c(OCc3ccc(C#N)cc3)cccn2c1N(C)C(=O)CCC1CCCC1
→ -5	18	nt	24	-4	nt	16	10	37	-4	-7
[29] Cc1ccccc1C(=O)NNC(=O)CN1C(=O)c2ccccc2C1=O
→ 2	-2	13	17	-4	-1	9	0	8	-6	7
[30] COc1cc(CC(NC(C)=O)C(=O)NC2CCN(C(=O)c3ccc(C)cc3)CC2)cc(OC)c1 (stereo unspecified)
→ ?	-7	2	13	-5	3	1	13	0	4	-13
[31] CCOC(=O)C1=CN(Cc2cccc(F)c2)S(=O)(=O)N(C)C1c1ccc(F)c(Cl)c1 (stereo unspecified)
→ -1	7	0	14	-11	nt	9	11	19	-8	-2
[32] O=S(=O)(Nc1ccccc1)c1ccc(Oc2ncc(C(F)(F)F)cc2Cl)cc1
→ -3	52	4	29	nt	2	46	2	37	-6	0
[33] CCc1nnc(NC(=O)CCC(=O)Nc2ccc(Cl)cc2)s1
→ -16	-17	-6	6	-2	-2	-5	-11	6	4	9
[34] C/C(=N/NC(=O)C1CC1(c1ccccc1)c1ccccc1)c1ccco1 (stereo unspecified)
→ -7	2	2	23	-3	-1	-8	3	1	4	6
[35] CCCOP(=O)(c1ccccc1)c1ccccc1
→ 0	-15	-2	14	-5	0	-4	3	26	17	-11
[36] O=C(NCCS(=O)(=O)N1CCN(c2ccc(F)cc2)CC1)c1ccco1
→ 2	-7	-7	6	-2	-2	-15	1	11	-12	12
[37] Cc1cc(NC(=O)C(Cl)c2ccccc2)no1 (stereo unspecified)
→ -11	8	1	7	0	0	24	12	-17	9	-8
[38] Cc1nc(C(F)(F)F)ccc1C(=O)N1CCC1(C)C(=O)NS(=O)(=O)c1ccccc1Cl (stereo unspecified)
→ -12	-12	nt	11	-11	nt	11	3	7	21	0
[39] CCC(C)[C@H](NC(=O)CCn1nnc2ccccc2c1=O)C(=O)O (stereo partly specified)
→ 1	10	5	12	-6	0	-20	5	5	13	-1
[40] CC(C)NC(=O)C1CCN(c2ccc(S(=O)(=O)N3CCOCC3)cc2Cl)CC1
→ -1	7	2	4	2	-1	-2	-2	3	5	8

(cont.)
Each structure is followed by: Vif imaging	Shn3 inh set2	MITF TRPM1 inh	HIF-2a block	CaV13 ICDI inh	NR2E3 ag-1	NR2E3 ag-2	PDI turbidity	Peg3 prom inh	CF NFkB block	KKLEB tox
[41] Cc1ccccc1-n1ncc2c1CC(C)(C)CC2NC(=O)CN1CCCC1=O (stereo unspecified)
→ 0	-2	7	20	-5	2	-2	-2	13	14	-4
[42] CN(C)c1ccc(CNC(=O)CC[C@H]2O[C@@H](n3cnc4c(NC(=O)c5ccccc5)ncnc43)[C@H](O)[C@@H]2O)cc1
→ -1	-52	nt	-5	-9	nt	-11	nt	4	19	-2
[43] CCN(CC)N=Nc1ccc(S(N)(=O)=O)cc1
→ -7	-9	-31	-28	-4	-2	-6	16	-36	7	1
[44] COc1cccc(NC(=O)CN2C(=O)NC3(CCCc4ccccc43)C2=O)c1 (stereo unspecified)
→ -1	-6	-7	3	-6	-1	10	-4	-6	19	-13
[45] COc1ccc(-n2c(C)c(C)c3c(NCCCN(C)C)ncnc32)cc1
→ 38	19	5	8	-18	2	-15	18	5	11	-8
[46] COc1ccccc1C(=O)Nc1nnc(SCC(=O)Nc2ccc3c(c2)oc2ccccc23)s1
→ 1	-29	-46	-219	-5	-1	1	-16	-211	-9	2
[47] C=C(C(=O)O)C(CCCCCC)C(=O)O (stereo unspecified)
→ 20	5	nt	14	nt	-4	-2	nt	6	6	11
[48] O=C(NCc1nnc(SCc2ccccc2)n1-c1ccc(F)cc1)C12CC3CC(CC(C3)C1)C2
→ -5	9	-1	18	-14	1	12	-18	3	16	-13
[49] CC(=O)c1ccc(OCC(=O)NC(=O)NC2CCCCC2)cc1
→ -4	72	18	6	-10	1	61	3	1	-9	-12
[50] COc1ccc(C(C)=O)cc1CSc1nc2cc(C(=O)O)ccc2c(=O)n1Cc1ccccc1
→ 0	9	-8	11	-17	4	-1	-1	25	24	7
[51] CCC(NC(=O)Nc1ccc(O)cc1)(C(F)(F)F)C(F)(F)F
→ nt	6	8	15	nt	1	0	-2	1	-5	6
[52] Cc1cc(=O)oc2cc(OCC(=O)N3CCc4ccccc4C3)ccc12
→ 9	0	1	8	nt	1	-15	7	0	-20	10
[53] CCN(CC)C(=O)C1=C(C)N(Cc2ccccc2)C(=O)C(CC(=O)NCCc2ccccn2)C1 (stereo unspecified)
→ 5	0	nt	-1	-2	nt	-40	3	0	-4	6
[54] CCN(CCCNC(=O)c1c(C)cc(=O)oc1C)c1cccc(C)c1
→ 2	-23	-7	-2	-8	2	-16	-2	9	-7	-4

Record cards, from the list above:
Cc1ccccc1-n1ncc2c1CC(C)(C)CC2NC(=O)CN1CCCC1=O (stereo unspecified) in the list: Vif imaging = 0; Shn3 inh set2 = -2; MITF TRPM1 inh = 7; HIF-2a block = 20; CaV13 ICDI inh = -5; NR2E3 ag-1 = 2; NR2E3 ag-2 = -2; PDI turbidity = -2; Peg3 prom inh = 13; CF NFkB block = 14; KKLEB tox = -4
CC(=O)c1ccc(OCC(=O)NC(=O)NC2CCCCC2)cc1 in the list: Vif imaging = -4; Shn3 inh set2 = 72; MITF TRPM1 inh = 18; HIF-2a block = 6; CaV13 ICDI inh = -10; NR2E3 ag-1 = 1; NR2E3 ag-2 = 61; PDI turbidity = 3; Peg3 prom inh = 1; CF NFkB block = -9; KKLEB tox = -12

High-throughput results from PubChem.
